Screening results from PubChem.
Hsp90 block = tumor Hsp90 inhibitors, primary screen, cell lysate, fluorescence polarization, NCI-N417 lysate; Heat shock protein HSP 90-alpha (Homo sapiens), P07900; Cy3B-geldanamycin FP displacement; inhibition, % at 30 µM; actives 0.35% (n = 64,000);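 active means inhibition above 50%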;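 further: 0% = tracer plus lysate wells and 100% = tracer alone without lysate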
Ecoli tolC = growth inhibitors of E. coli tolC mutant, primary screen, strain BW25113 ΔtolC::kan, 384-well. OD615. growth inhibition, % at 10 µM (by protocol). actives 2.2% (n = 65,000). AID 573, 2007;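 active means growth inhibition at or above a cutoff equal to the mean over every tested compound plus 3 SD, cut at about 60% in these data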;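 further: growth measured after 20 h incubation at 37 °C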
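Test system: tolC-deleted E. coli BW25113 | Medium: LB with kanamycin 50 µg/mL | Compound dosing: Single concentration, 10 µM final per compound | Schedule: 37 °C, 20 h exposure | Measured by: OD at 615 nm | Evaluation: Percent growth inhibition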
E coli RNAP = E. coli RNAP inhibitors, biochemical. actives 0.2% (n = 62,000). DNA-directed RNA polymerase subunit beta (Escherichia coli (strain K12)), P0A8V2. E. coli RNA polymerase, fluorescence transcription assay. inhibition, %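 (tested at 10 µM)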; in the data active means inhibition above about 20%;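 further: 0% = enzyme without compound and 100% = no enzyme blank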
Target sequence (P0A8V2 whole entry, looked up): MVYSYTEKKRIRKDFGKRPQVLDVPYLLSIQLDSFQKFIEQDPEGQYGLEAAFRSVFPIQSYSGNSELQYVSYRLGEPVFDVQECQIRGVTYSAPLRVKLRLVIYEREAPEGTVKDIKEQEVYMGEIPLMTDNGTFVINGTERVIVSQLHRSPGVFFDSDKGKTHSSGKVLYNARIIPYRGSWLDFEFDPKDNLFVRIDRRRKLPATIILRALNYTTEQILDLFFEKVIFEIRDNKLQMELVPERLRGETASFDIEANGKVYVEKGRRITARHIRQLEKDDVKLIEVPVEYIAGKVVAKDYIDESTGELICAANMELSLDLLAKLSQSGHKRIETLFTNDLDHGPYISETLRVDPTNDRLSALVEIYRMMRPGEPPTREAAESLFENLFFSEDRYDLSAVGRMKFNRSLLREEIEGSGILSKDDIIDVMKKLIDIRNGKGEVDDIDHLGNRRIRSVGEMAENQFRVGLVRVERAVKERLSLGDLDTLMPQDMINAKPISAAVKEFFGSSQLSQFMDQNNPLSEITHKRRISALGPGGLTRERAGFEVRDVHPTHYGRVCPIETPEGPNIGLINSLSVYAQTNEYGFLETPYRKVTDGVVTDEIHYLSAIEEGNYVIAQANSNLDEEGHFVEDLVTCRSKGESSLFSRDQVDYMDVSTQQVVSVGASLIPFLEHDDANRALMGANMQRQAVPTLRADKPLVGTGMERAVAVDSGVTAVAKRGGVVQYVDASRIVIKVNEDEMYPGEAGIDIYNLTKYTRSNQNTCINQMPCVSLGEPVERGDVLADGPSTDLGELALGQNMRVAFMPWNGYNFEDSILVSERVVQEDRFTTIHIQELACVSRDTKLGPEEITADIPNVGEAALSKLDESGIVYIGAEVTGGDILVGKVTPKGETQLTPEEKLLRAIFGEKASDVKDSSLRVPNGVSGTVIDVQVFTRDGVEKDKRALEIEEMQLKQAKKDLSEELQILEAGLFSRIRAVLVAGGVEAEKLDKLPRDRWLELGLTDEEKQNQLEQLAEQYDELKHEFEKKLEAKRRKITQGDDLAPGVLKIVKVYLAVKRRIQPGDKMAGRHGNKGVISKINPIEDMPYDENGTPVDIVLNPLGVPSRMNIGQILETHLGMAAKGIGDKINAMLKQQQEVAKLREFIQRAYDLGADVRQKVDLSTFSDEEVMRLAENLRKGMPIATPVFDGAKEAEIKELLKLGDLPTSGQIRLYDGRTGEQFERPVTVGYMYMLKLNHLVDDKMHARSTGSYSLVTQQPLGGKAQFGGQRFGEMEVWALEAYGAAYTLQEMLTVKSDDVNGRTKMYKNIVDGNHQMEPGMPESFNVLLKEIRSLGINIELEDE
DUSP1 inh = MKP-1 phosphatase inhibitors, primary screen, biochemical, in vitro. inhibition, %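 (compounds tested at a single concentration somewhere between 10 and 100 µM)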. Dual specificity protein phosphatase 1 (Homo sapiens), P28562. actives 0.15% (n = 65,000). recombinant MKP-1, OMFP hydrolysis fluorescence;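 active means inhibition above about 50%, limit read from the data; inconclusive means inhibition over screen mean plus 3 SD, below that limit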;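 further: 0% = DMSO max control wells and 100% = wells with enzyme stopped by NaOH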
AP ELISA ortho = alternative complement pathway inhibitors, primary screen, biochemical, ELISA, human serum, orthogonally pooled compounds; actives 0.08% (n = 62,000); inhibition, % at 5 µM; AID 1235, 2008; LPS-coated ELISA, C3 deposition; tested in compound mixtures;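 active means inhibition above 30% in each of the two pooled mixtures holding the compound, so the lower value exceeds 30%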;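 further: 0% = serum in Mg-EGTA without compound and 100% = EDTA serum blank; some compounds past the cut are filed as inactive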
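Test system – human serum alternative complement pathway, C3 deposition on LPS-coated wells · Buffer or medium – diluted human serum in Mg2+-EGTA GVB++ · Compound dosing – 5 µM each compound, pools of ten, 50 µM per pool · Schedule – 1 h serum-compound exposure at 37 °C · Measured by – Anti-C3 ELISA, OD 450 nm · Read-out basis – percent inhibition of C3 deposition onto LPS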
CatB mixtures = cathepsin B inhibitors from pooled compounds, primary screen, biochemical, compound mixtures, AMC fluorescence. Purified cathepsin B, AMC dipeptide fluorescence. inhibition, %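 (ten-compound pools at 5 µM per compound and 50 µM total)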. actives 0.06% (n = 62,000). AID 488, 2006; in the data active means inhibition above about 22%, passing the limit was not always enough; inconclusive means no clear call, values can overlap the other calls;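 further: 0% = enzyme without compound and 100% = no enzyme blank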
Cdc25B block = inhibitors of Cdc25B phosphatase catalytic domain, primary screen, biochemical, OMFP fluorescence; recombinant Cdc25B, OMFP fluorescence Ex485/Em525; actives 0.1% (n = 65,000); M-phase inducer phosphatase 2 (Homo sapiens), P30305; inhibition, %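 (compounds tested at 10 µM final in the well)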; in the data active means inhibition above about 50%
CatB inh = human cathepsin B inhibitors, primary screen, biochemical, fluorogenic substrate; actives 0.1% (n = 63,000); AID 453, 2006; P07858; purified cathepsin B, fluorescence; inhibition, %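 (tested at 10 µM)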; in the data active means inhibition above about 21%;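 further: 0% = enzyme with no compound and 100% = no enzyme blank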
D1 mod = D1 CRE-luciferase signal change, two-sided – cell-based, HEK293 D1, dopamine EC30, D1 allosteric modulator project, primary screen; dopamine EC30 potentiation; actives deviate in either direction; B-score at 10 µM; actives 5.9% (n = 58,000);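 active means luminescence count or its row- and column-corrected plate score outside the 99.7% band of the plate's sample wells, on either side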
* hit, by the source's call; ? = inconclusive; . = not tested or not shown.

compound | CatB inh | E coli RNAP | DUSP1 inh | AP ELISA ortho | CatB mixtures | D1 mod | Cdc25B block | Hsp90 block | Ecoli tolC
CCCSc1nnc(CN2CCOCC2)n1C | 3 | 9 | -2 | 9 | 3 | 0.054 | 3 | -11 | -2
COc1ccc(OC)c(S(=O)(=O)n2cnc3cc(C)c(C)cc32)c1 | 3 | 2 | 21 | 5 | -2 | 2.8 | -8 | 2 | 94*
Cc1cc(=O)n(CCc2ccccc2)c(O)c1C#N | . | . | 4 | . | . | . | 1 | -11 | -5
COc1ccc(CNC(=O)Cn2cc3c(n2)CCCCC3)cc1 | -2 | 8 | 1 | 4 | 6 | 0.86 | 4 | -2 | 2
Cc1cc(OCc2nn[nH]n2)c2c(C)c(CC(=O)O)c(=O)oc2c1 | -1 | 4 | -21 | 17 | 5 | 0.47 | -9 | -5 | -24
COc1ccc(CNC(=O)CSc2nnnn2-c2ccc(O)cc2)cc1 | 4 | 3 | 16 | 10 | -2 | -0.33 | -11 | . | 5
O=C(O)CCCC(=O)Nc1ccccc1-n1ccnc1 | 5 | 10 | 4 | -14 | 5 | -0.026 | -15 | -1 | -10
CC1=CC(=C2N=C(c3ccccc3)OC2=O)C=C(C)O1 | . | 9 | 8 | 0 | 3 | 0.6 | -6 | -3 | -4
Cc1cc(C)nc(NS(=O)(=O)c2ccc(NC(=O)Cn3c(=O)oc4ccccc43)cc2)n1 | 1 | 6 | 1 | 13 | -10 | -0.55 | -10 | -5 | -7
CN1C=CC=C/C1=C1\SC(=S)N(C2CCCCC2)C1=O | 6 | 7 | . | -3 | 1 | 0.28 | . | . | .
CCOc1cc2c3c(c1)C1(C(=O)N3C(C)(C)C=C2C)C(C#N)=C(N)Oc2cc(O)ccc21 (stereo not drawn) | 3 | 8 | ? | 8 | 8 | -0.06 | -2 | -12 | 57
Cn1c(SCC(=O)N2CCCCCC2)nc2c([nH]c3ccccc32)c1=O | -1 | 7 | 14 | 18 | 2 | 0.47 | 3 | . | 4
O=c1c2cnn(-c3ccccc3)c2ncn1Cc1cccnc1 | 0 | 4 | -4 | 7 | 3 | . | 5 | -2 | -6
Cc1cc(=O)[nH]c2ccccc12 | -4 | 5 | -3 | 21 | 7 | -0.034 | -27 | 1 | -14
Cc1nnc(SCC(=O)Nn2cnnc2)s1 | 4 | 13 | -9 | 6 | 2 | 0.34 | 1 | 0 | -22

By substructure, those above containing an aryl methoxy group (3)
compound | CatB inh | E coli RNAP | DUSP1 inh | AP ELISA ortho | CatB mixtures | D1 mod | Cdc25B block | Hsp90 block | Ecoli tolC
COc1ccc(OC)c(S(=O)(=O)n2cnc3cc(C)c(C)cc32)c1 | 3 | 2 | 21 | 5 | -2 | 2.8 | -8 | 2 | 94*
COc1ccc(CNC(=O)Cn2cc3c(n2)CCCCC3)cc1 | -2 | 8 | 1 | 4 | 6 | 0.86 | 4 | -2 | 2
COc1ccc(CNC(=O)CSc2nnnn2-c2ccc(O)cc2)cc1 | 4 | 3 | 16 | 10 | -2 | -0.33 | -11 | . | 5

Following part
compound | CatB inh | E coli RNAP | DUSP1 inh | AP ELISA ortho | CatB mixtures | D1 mod | Cdc25B block | Hsp90 block | Ecoli tolC
O=C(Nc1ccc(-c2cn3ccsc3n2)cc1)C1CC1 | -3 | 4 | 12 | 0 | 1 | -3.3 | -4 | -2 | 3
CCOc1ccc(CNC(=O)C2CCC(=O)N2C2CCCC2)cc1OC (stereo not drawn) | 6 | 7 | 13 | 6 | 1 | -0.93 | -10 | 1 | -17
Cc1ccc(NC(=O)N(Cc2ccc3c(c2)OCO3)Cc2cc3cc4c(cc3[nH]c2=O)OCCO4)cc1 | 3 | -3 | 10 | 21 | -2 | 0.83 | 4 | 0 | 13
CCn1c(SCC(=O)N2CCc3ccccc32)nnc1-c1c[nH]c2ccccc12 | 8 | 9 | 4 | 19 | 3 | 0.88 | -1 | -3 | 12
COc1ccc(Cl)cc1-n1c(C)cc(C(=O)O)c1C | -2 | 3 | -2 | 15 | 0 | -1.6 | 4 | 0 | -3
c1cncc(CNC2CCCc3ccccc32)c1 (stereo not drawn) | 6 | . | 8 | 6 | 6 | 0.62 | -11 | -1 | -15
CCCCNC(=O)c1ccc2nc(-c3ccco3)c(-c3ccco3)nc2c1 | 8 | 9 | 35 | 24 | 3 | 3.8* | -47 | -1 | 8
NC(=O)C1CCN(C(=O)CN2C(=O)c3ccccc3S2(=O)=O)CC1 | -1 | -2 | -23 | -17 | -1 | -0.23 | -6 | -2 | -22
CCc1nc2ccccc2c(=O)n1NC(=O)c1c(O)c2cccc3c2n(c1=O)CCC3 | 4 | 1 | 27 | -13 | 3 | -0.49 | 2 | -3 | 64*
COc1ccccc1S(=O)(=O)Cc1ccc(C(=O)N2CCOCC2)o1 | 12 | 13 | -1 | -6 | -6 | -0.33 | 4 | 0 | -10
CC1CC(C)CN(S(=O)(=O)c2cccc3cccnc23)C1 (stereo not drawn) | -5 | -3 | -1 | 17 | 3 | -0.98 | 6 | -1 | 16
Cc1nn(C)c(C)c1S(=O)(=O)N1CCCC(C(=O)N2CCN(c3ccccc3)CC2)C1 (stereo not drawn) | 2 | 2 | 11 | 15 | 0 | -0.19 | 1 | 1 | -1
CCOc1ccc2oc(-c3ccccc3)c(C(=O)O)c2c1 | 3 | 5 | 11 | 1 | 5 | -0.96 | -14 | -5 | 14
CCCCC(CC)CNC(=O)CCS(=O)(=O)c1cccc2nonc12 (stereo not drawn) | 1 | 2 | 1 | 18 | 1 | -0.074 | -3 | . | 3
O=C(NC1CC1)C1CCN(c2ccc(S(=O)(=O)N3CCOCC3)cc2)CC1 | 1 | -3 | 7 | 2 | 3 | 0.021 | -8 | 1 | -17

(listing goes on)
compound | CatB inh | E coli RNAP | DUSP1 inh | AP ELISA ortho | CatB mixtures | D1 mod | Cdc25B block | Hsp90 block | Ecoli tolC
CC(O)c1nc2ccccc2n1Cc1nnc(-c2ccc(Cl)cc2)o1 (stereo not drawn) | 6 | 9 | 28 | -1 | -1 | -4.6* | -5 | 0 | 13
CCCOc1ccc(/C(O)=C2/C(=O)C(=O)N(CCN3CCOCC3)C2c2ccccc2)cc1 (stereo not drawn) | 1 | 11 | 3 | . | . | -0.41 | 5 | -4 | 1
CCOc1ccc2[nH]c(C)c(CN3CCOCC3)c(=O)c2c1 | -5 | -8 | 9 | 24 | -3 | -0.49 | 2 | 3 | 12
CC(O)/C=C/c1ccc2ccccc2n1 (stereo not drawn) | 7 | 13 | 11 | 6 | -2 | 0.72 | -12 | -1 | 1
CN1CCN(C(=O)CN(Cc2ccc(Cl)cc2)S(C)(=O)=O)CC1 | -3 | -13 | 4 | 18 | -12 | -0.13 | 0 | -4 | -16
Cc1ccc(N(CN2C(=O)NC(C)(C)C2=O)CN2C(=O)NC(C)(C)C2=O)cc1 | 1 | 9 | -6 | . | . | . | 4 | -2 | 16
CSc1ccn(CCC(=O)O)c(=O)n1 | 2 | -3 | -8 | 4 | -1 | -0.0065 | -7 | -2 | -16
CN(c1ccc(C(=O)Nc2nccs2)cc1)S(=O)(=O)c1ccccc1 | 5 | 3 | -7 | -7 | 1 | -0.77 | -7 | 0 | 18
Cc1nn(-c2ccccc2)c2sc(C(=O)O)cc12 | 4 | 8 | 16 | 7 | 2 | . | 102* | -4 | 2
CCC(CC)COC(=O)C(C#N)c1nc2ccccc2nc1N1CCN(CC)CC1 (stereo not drawn) | 1 | 1 | 27 | 9 | -2 | -3.5 | 0 | -15 | 28
COC(=O)C1=C(N)OC2=C(C(=O)CC(C)(C)C2)C1c1cccs1 (stereo not drawn) | 2 | -4 | 5 | 3 | -1 | -1.8 | -14 | 0 | 8
Cc1[nH]c(C)c(C(=O)O)c1CNC1CCCCC1C (stereo not drawn) | 5 | 5 | 6 | 13 | 6 | 0.094 | -19 | -1 | -12
Cc1ccc(-c2nc3ccccc3[nH]2)s1 | -1 | 4 | -2 | 3 | 3 | -2.1 | 0 | -1 | 14
O=S(=O)(NC1CCCCCCC1)c1cccs1 | 0 | 6 | 1 | 5 | 1 | 1.1 | 6 | -7 | 10
Cc1cccc(NS(=O)(=O)c2ccc(Oc3ccccc3)cc2)n1 | 6 | 8 | 29 | -3 | 3 | 1.2 | -4 | -4 | 16

An excerpt from further up:
compound | CatB inh | E coli RNAP | DUSP1 inh | AP ELISA ortho | CatB mixtures | D1 mod | Cdc25B block | Hsp90 block | Ecoli tolC
CC(O)/C=C/c1ccc2ccccc2n1 (stereo not drawn) | 7 | 13 | 11 | 6 | -2 | 0.72 | -12 | -1 | 1
CN1CCN(C(=O)CN(Cc2ccc(Cl)cc2)S(C)(=O)=O)CC1 | -3 | -13 | 4 | 18 | -12 | -0.13 | 0 | -4 | -16

Other structures:
compound | CatB inh | E coli RNAP | DUSP1 inh | AP ELISA ortho | CatB mixtures | D1 mod | Cdc25B block | Hsp90 block | Ecoli tolC
CC1(C)Cc2c(sc3c2c(=N)n(Cc2ccco2)c(=O)n3Cc2ccccc2)CO1 | -1 | 1 | -4 | -1 | 3 | -0.58 | -16 | -2 | 51
Cc1cc(C)nc(SCC(=O)O)n1 | -2 | 6 | -11 | 15 | 5 | -0.11 | -18 | 1 | -6
c1ccc(Cn2nnc3c(N4CCOCC4)ncnc32)cc1 | 2 | 4 | 10 | 16 | 3 | 0.95 | -12 | -2 | 1
CCOC(=O)c1oc2cccc(O)c2c1CN(Cc1ccccc1)C(C)=O | 7 | 4 | 5 | 4 | 14 | 2 | -8 | -5 | 21
CCOC(=O)C1CCCN(CCC(=O)Nc2cccc(F)c2)C1 (stereo not drawn) | -4 | 5 | -28 | -17 | 0 | -0.12 | -8 | 2 | 4
Cc1ccc(Cn2nnc3c(=O)[nH]c(C4CCN(S(=O)(=O)c5ccc(C)cc5)CC4)nc32)cc1 | 4 | 5 | 27 | 15 | 3 | 0.52 | 15 | -1 | 53

Some entries already given, reduced to D1 mod, E coli RNAP and AP ELISA ortho.
smiles,D1 mod,E coli RNAP,AP ELISA ortho
CC(O)/C=C/c1ccc2ccccc2n1 (stereo not drawn),0.72,13,6
Cc1ccc(Cn2nnc3c(=O)[nH]c(C4CCN(S(=O)(=O)c5ccc(C)cc5)CC4)nc32)cc1,0.52,5,15
CC1CC(C)CN(S(=O)(=O)c2cccc3cccnc23)C1 (stereo not drawn),-0.98,-3,17
CCCOc1ccc(/C(O)=C2/C(=O)C(=O)N(CCN3CCOCC3)C2c2ccccc2)cc1 (stereo not drawn),-0.41,11,.
COc1ccccc1S(=O)(=O)Cc1ccc(C(=O)N2CCOCC2)o1,-0.33,13,-6
